Screens deposited in PubChem BioAssay by several laboratories.
FXIIa inh 1536 – factor XIIa (human) inhibition. 220,000 tested, 0.3% active. inhibition, % at 5 µM. purified FXIIa, Boc-QGR-AMC fluorogenic substrate, 2 h. P00748; in the data active means inhibition above about 40%;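 further: 0% = enzyme with no compound and 100% = blank without enzyme; many of its hits are not listed in these tables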
Rad51 HR inh – blocks human Rad51 in homologous recombination; Q06609; hRad51 DNA strand exchange, fluorescence dequenching; inhibition, % at 10 µM; 200,000 tested, 0.085% active; AID 1385;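 active means inhibition above 40% at the single screening dose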;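 further: 0% = DMSO control wells and 100% = blanks with heterologous ssDNA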
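System: hRad51 filaments on single-stranded DNA; reagent: Fluorescein- and BHQ1-tagged 47-mer duplex; compound dosing: one concentration, 10 µM final; timing: filaments 15 min 37 °C, then compound 30 min; measured by: fluorescein emission 520 nm, excitation 485 nm; benchmarks: per-plate controls and blanks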
hK5 inh – inhibitors of human kallikrein 5. Q9Y337. recombinant hK5, fluorogenic AMC substrate cleavage. inhibition, % at 5 µM. 210,000 tested, 0.59% active;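 active means inhibition of 40% or more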;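 further: 0% = enzyme controls without compound and 100% = no-enzyme blanks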
14-3-3 Bad inh – disrupts binding of bovine 14-3-3 zeta to phospho-Bad peptide | P63103 | TR-FRET 14-3-3zeta/Dy647-pBad peptide displacement, 1 h | inhibition, % at 21.7 µM | 220,000 tested, 0.71% active | AID 781;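 active means inhibition above about 70%, limit read from the data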;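 further: 0% = full 14-3-3 plus peptide FRET controls and 100% = background without 14-3-3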
Target sequence (P63103 whole entry, looked up): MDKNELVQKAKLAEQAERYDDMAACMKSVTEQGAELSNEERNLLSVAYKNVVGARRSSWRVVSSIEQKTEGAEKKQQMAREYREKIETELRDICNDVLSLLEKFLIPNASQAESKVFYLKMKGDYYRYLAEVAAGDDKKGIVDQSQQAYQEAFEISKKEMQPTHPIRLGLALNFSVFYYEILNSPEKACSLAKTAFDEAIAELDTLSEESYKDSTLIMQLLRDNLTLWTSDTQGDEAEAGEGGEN
Wee1 degr inh – blocks degradation of human Wee1 kinase. P30291. HeLa Luc-Wee1K328M stability, luciferase luminescence; 100% = proteasome inhibitor MG132 effect. reporter increase, % at 5 µM. 220,000 tested, 1.2% active. AID 1321;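 active means activation above the mean of all tested compounds plus 3 SD, set per screening run, cut at about 8.8% in these data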;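 further: cells exposed to compound for 20 h before luminescence read; 0% = DMSO alone and 100% = MG132 at 30 µM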
Target sequence (P30291 whole entry K328M): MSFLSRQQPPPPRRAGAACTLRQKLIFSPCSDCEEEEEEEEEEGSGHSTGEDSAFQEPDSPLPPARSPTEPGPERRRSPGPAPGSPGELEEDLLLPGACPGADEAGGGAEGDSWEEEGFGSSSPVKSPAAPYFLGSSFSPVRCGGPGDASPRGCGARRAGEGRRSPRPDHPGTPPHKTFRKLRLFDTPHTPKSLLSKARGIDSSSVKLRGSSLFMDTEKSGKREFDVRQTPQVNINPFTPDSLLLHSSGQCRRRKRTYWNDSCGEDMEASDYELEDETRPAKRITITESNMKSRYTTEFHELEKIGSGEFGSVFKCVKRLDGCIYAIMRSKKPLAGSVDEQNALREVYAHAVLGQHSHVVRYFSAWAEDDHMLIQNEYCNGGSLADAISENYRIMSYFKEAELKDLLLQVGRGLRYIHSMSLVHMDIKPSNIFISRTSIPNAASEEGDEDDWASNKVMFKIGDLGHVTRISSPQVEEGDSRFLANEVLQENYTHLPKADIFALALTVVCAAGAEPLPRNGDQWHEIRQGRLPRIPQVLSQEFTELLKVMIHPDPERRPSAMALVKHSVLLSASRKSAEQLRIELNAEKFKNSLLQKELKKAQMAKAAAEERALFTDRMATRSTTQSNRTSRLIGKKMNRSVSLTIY
eIF4E 4G PPI – inhibitors of eIF4E and eIF4G interaction in translation initiation; P63073+Q04637; 220,000 tested, 0.37% active; inhibition, % at 21.7 µM; TR-FRET eIF4E-eIF4GI(517-606) binding, 2 h;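 active means inhibition above about 30%, limit read from the data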;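 further: 0% = full FRET control wells and 100% = background wells lacking eIF4GI fragment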
FXIa inh 1536 – blocks human coagulation factor XIa protease activity; P03951; purified FXIa, Boc-Glu-Ala-Arg-AMC fluorogenic substrate; inhibition, % at 5 µM; 220,000 tested, 0.14% active; AID 798;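 active means inhibition of at least 40%; inactive means inhibition below 40%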;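 further: fluorescence of freed AMC excited at 355 nm; 0% = enzyme without compound and 100% = no enzyme blank; many of its hits are not listed in these tables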
p97 ATPase inh – human p97 ATPase inhibition; 220,000 tested, 0.42% active; inhibition, % at 8 µM; recombinant p97 ATPase, Kinase-Glo ATP luminescence, 3 h; AID 1481; P55072; in the data active means inhibition above about 15%;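 further: 0% = DMSO vehicle and 100% = wells lacking enzyme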
Mdm2 ligase inh – blocks human Mdm2 ubiquitin ligase activity. Q00987. cell-based MDM2 ubiquitination luciferase reporter, 2 h; 0 = plate control, 100 = twice control, blank-subtracted. 210,000 tested, 0.11% active. signal enhancement, % at 5 µM;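 active means signal enhancement of 30% or more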;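 further: luminescence tracks abundance of the self-degrading MDM2-luciferase fusion protein; higher signal means inhibition of MDM2 E3 ligase activity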
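Assay system: mammalian cells stably expressing self-ubiquitinating, self-degrading MDM2 E3–luciferase fusion. Quantity: 2000 cells in each well. Medium: DMEM culture medium. Compound dosing: single-point 5 µM. Timing: cell settling 4 h, compound treatment 2 h, both 37 °C. Technique: luciferase luminescence. Read-out basis: percent signal gain over controls, blank-subtracted. Benchmarks: plate controls and plate blanks.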
Starred values were filed as active, the others as inactive; · = no result given; [ ] = remark or other dose.

Values run as follows: FXIIa inh 1536	Rad51 HR inh	hK5 inh	14-3-3 Bad inh	Wee1 degr inh	eIF4E 4G PPI	FXIa inh 1536	p97 ATPase inh	Mdm2 ligase inh
1. O=C(CN1CCC(n2nnc3cc(C(F)(F)F)ccc32)CC1)NCc1cccs1
 : -5	·	9	0	1	-1	-7	-2	3
2. Cc1ccc(NC(=O)c2c(C(=O)Nc3ccccc3)sc3nc(C)cc(=O)n23)cc1
 : 7	-3	-2	-14	1	0	-1	0	0
3. O=C(c1ccccc1[N+](=O)[O-])N1CC2C3C=CC(C3)C2C1 (stereo not drawn)
 : 12	5	-2	-12	7	1	1	1	9
4. Cc1ccc(C)c(SCC(=O)OC/C(O)=C(\C#N)c2nc3ccccc3[nH]2)c1
 : 0	-35	-8	-12	0	8	-7	18*	-14
5. O=C(NCc1ccco1)/C(=C\C=C\c1ccccc1)NC(=O)c1ccccc1Br
 : 15	-6	·	2	-1	0	11	6	-12
6. COC(=O)C1C(=O)C2=C(CC1C)Nc1ccccc1NC2c1ccc(C)s1 (stereo not drawn)
 : 23	-4	28	-11	0	0	32	-5	-91
7. CCC(=O)Nc1cccc(-c2cnc3ccccc3n2)c1
 : 14	1	5	4	-1	2	3	-5	-16
8. Cc1cc([N+](=O)[O-])nn1CCCC(=O)Nc1cc(Oc2ccccc2)cc([N+](=O)[O-])c1
 : 15	14	-11	-3	0	7[fluorescence artefact?]	3	5	6
9. CC1Cc2ccccc2N1C(=O)c1cnsn1 (stereo not drawn)
 : 10	-8	-12	2	0	-1	6	1	-15
10. CC(C)C[C@H](NC(=O)NC(C)C)C(=O)O
 : 13	-7	-16	4	0	-1	4	2	4
11. CC1(C)CC(C)(O)P(=O)(c2ccccc2)O1 (stereo not drawn)
 : -1	0	-1	1[fluorescence artefact?]	1	-7[fluorescence artefact?]	4	5	-5
12. C=CCn1c(C)cc(-c2csc(N)n2)c1C
 : 6	-5	-3	66	1	7[fluorescence artefact?]	5	0	·
13. Cc1nc2c(cnn2-c2ccccc2Cl)c(=O)n1-c1ccc(C(C)C)cc1
 : -19	-3	0	5	-2	-1	-4	4	-17
14. COc1ccc(-c2cc(=O)c3cc(O)ccc3o2)cc1
 : 9	-3	6	-4	0	3	5	-4	-12
15. CCOC(=O)c1ccc(CSc2nnc(C)n2N)o1
 : 8	2	-9	3[fluorescence artefact?]	-1	-3	0	4	-13
16. CCS(=O)(=O)N1CCN(C(=O)c2ccccc2)CC1
 : 12	-1	-5	-2	1	4	-6	2	-9
17. COc1ccc(N=C(C)c2sc3ccccc3c2O)cc1
 : 9	·	3	-5	4	-4	3	-1	-37
18. COc1ccc(S(=O)(=O)N(C)CC(=O)Nc2ccccc2C(F)(F)F)cc1Cl
 : 25	-6	-8	-1	-1	-1	15	1	-17
19. O=c1c2ccccc2ncn1CCOCCOc1cccc(Br)c1
 : 11	-2	-17	-16[fluorescence artefact?]	-2	-5[fluorescence artefact?]	2	0	-7
20. O=C(Nc1cccc(-c2cnc3ccccc3n2)c1)c1ccccc1
 : 6	0	4	-3	0	0	-4	6	-29
21. Cc1cccc(C(CC(=O)O)n2cccc2)c1 (stereo not drawn)
 : 4	0	7	1	0	3	4	-9	-17
22. c1cc2c3c(cccc3c1)C(N1CCCCC1)=N2
 : 8	9	-6	-3[fluorescence artefact?]	1	-2	3	2	-2
23. CC1CC(C)CN(CCCNC(=O)C2CCN(c3ncnc4c3sc3cccc(F)c34)CC2)C1 (stereo not drawn)
 : 12	14	1	8	-4	-3	1	3	-9
24. CC1CN(CC(O)COCc2ccc3c(c2)OCO3)CC(C)O1 (stereo not drawn)
 : 9	9	-1	-5	-1	3	-2	1	0
25. CCc1nnc(SCC(=O)NC2CCCC2)nc1CC
 : 7	2	-5	-3	-2	-1	-4	-5	-19
26. O=C(OCc1ccccc1)c1ccc2c(c1)-c1ccccc1C2=O
 : -6	1	-6	-5	-1	0	12	1	0
27. NC(=O)COc1cccc(/C=N/NC(=O)c2ccc(-n3cccc3)cc2)c1
 : 5	-33	-1	3	1	3	0	7	·
28. Cc1c(-c2ccccc2)oc2c(C(=O)OCC(=O)Nc3ccc(F)cc3)cccc2c1=O
 : 0	12	3	5	-2	7[fluorescence artefact?]	-1	3	-6
29. CCSc1nc(N)c(C#N)c(-c2ccccc2Cl)c1C#N
 : 1	4	-12	-6	-3	10	-10	-1	-5
30. COc1ccc(NC(=O)CCNS(=O)(=O)c2ccc3c(c2)c(=O)n(C)c(=O)n3C)cc1
 : 12	-6	-5	17	2	-6	0	3	-4

Record cards, from the list above. Order of values: FXIIa inh 1536 | Rad51 HR inh | hK5 inh | 14-3-3 Bad inh | Wee1 degr inh | eIF4E 4G PPI | FXIa inh 1536 | p97 ATPase inh | Mdm2 ligase inh
`COc1ccc(S(=O)(=O)N(C)CC(=O)Nc2ccccc2C(F)(F)F)cc1Cl` as listed: 25 | -6 | -8 | -1 | -1 | -1 | 15 | 1 | -17
`Cc1c(-c2ccccc2)oc2c(C(=O)OCC(=O)Nc3ccc(F)cc3)cccc2c1=O` as listed: 0 | 12 | 3 | 5 | -2 | 7[fluorescence artefact?] | -1 | 3 | -6
`O=C(CN1CCC(n2nnc3cc(C(F)(F)F)ccc32)CC1)NCc1cccs1` as listed: -5 | · | 9 | 0 | 1 | -1 | -7 | -2 | 3

Further structures follow:
Values run as follows: FXIIa inh 1536	Rad51 HR inh	hK5 inh	14-3-3 Bad inh	Wee1 degr inh	eIF4E 4G PPI	FXIa inh 1536	p97 ATPase inh	Mdm2 ligase inh
31. O=C(COC(=O)c1ccc(O)cc1O)NCCN1C(=O)CSC1=O
 : 12	10	1	-5	3	4	1	4	·
32. O=C(NCCCN1CCOCC1)c1ccc([N+](=O)[O-])cc1[N+](=O)[O-]
 : 5	-4	11	-10	2	-2	3	1	-7
33. CC(C(=O)N1CCCCC1)N1C(=O)c2ccccc2C1=O (stereo not drawn)
 : 16	8	-11	4	3	5	5	2	-6
34. COc1ccc(C(=O)NC(=S)Nc2ccc(Cc3ccncc3)cc2)cc1
 : 9	1	3	81*	-3	-1	2	0	4
35. OCCC1CN(Cc2ccc(Oc3ncccn3)cc2)CCN1CCc1ccccc1 (stereo not drawn)
 : 5	5	-1	-7	-1	-2	-6	-4	-6
36. COc1ccc(C2(O)CCN(Cc3nnnn3Cc3ccc(C)cc3)CC2)cc1
 : 17	-3	-17	-1	-2	5[fluorescence artefact?]	-2	-1	13
37. O=C(C1=NN[C@@H]2C(=O)N(Cc3ccccc3)C(=O)[C@H]12)c1ccc(F)cc1
 : 5	12	1	5	11*	0	1	7	-11
38. CCOC(=O)c1c(C)[nH]c(C)c1C(=O)COC(=O)c1cc2ccccc2cc1OC
 : 1	-2	-22	-26[fluorescence artefact?]	-1	1	-2	3	-3
39. CCC(C)[C@H](NC(=O)NCCCn1ccnc1)C(=O)OC (stereo partly drawn)
 : 9	4	-15	-18	-2	10	-2	5	2
40. N#Cc1nc(-c2cccc(Cl)c2)oc1NCc1cccnc1
 : 0	-7	-32	10	-2	2	-8	-7	-16
41. COc1ccc(-c2[nH]ncc2CN2CCC(O)(c3ccc(Cl)cc3)CC2)cc1
 : 3	-5	-1	3	1	0	1	11	-12
42. C/C(=N\Nc1nc(-c2cc(C)ccc2C)cs1)c1cc2c(ccc3ccccc32)oc1=O
 : 2	·	-29	-1[fluorescence artefact?]	-1	1	-8	-5	-4
43. COc1cc(OC)c2c(C)cc(=O)oc2c1C(CCN1CCN(c2ccccc2)CC1)c1ccc2c(c1)OCO2 (stereo not drawn)
 : 6	-1	2	4	·	-4	3	·	7
44. Cc1ccc(OCc2nnc(NC(=O)OCC(C)C)s2)cc1
 : 10	4	-8	1	-1	-5	-5	-2	-15
45. C=CCN=C1NN=C(c2ccc3c(c2)OCCO3)CS1
 : 3	9	-2	-6	-2	-3	-5	-12	-80
46. O=C1NC(=O)/C(=C/c2ccccc2Oc2ccc(Cl)cc2)S1
 : 0	-5	18	4	1	-13	-6	-6	2
47. O=C(N/N=C/c1cccc(OCc2ccccc2)c1)c1ccc(Br)cc1
 : 12	9	-15	1	-3	0	7	5	4
48. FC(F)(F)c1nnc2c(Sc3ccc(Cl)cc3)nc3ccccc3n12
 : 6	-34	-34	-8	3	-5	-5	-5	-23
49. CCN(CC)S(=O)(=O)c1cccc(NC(=O)CCNC(=O)c2ccc([N+](=O)[O-])cc2)c1
 : 11	·	4	0	5	-9	6	-9	·
50. CC(=O)c1c(C)[nH]c(C(=O)N2c3ccccc3CC2C)c1C (stereo not drawn)
 : 18	-4	-7	0	6	0	6	5	-14
51. CCOc1ccc(NS(=O)(=O)c2ccc3[nH]cc(C(=O)NCC4CCCO4)c(=O)c3c2)cc1 (stereo not drawn)
 : -2	7	-1	16	0	9	-8	1	-10
52. CCOC(=O)C1=C(C)Nc2nc3ccccc3n2C1c1ccc(O)cc1 (stereo not drawn)
 : 7	1	-2	-5	1	2	-1	2	-13
53. COC(C[C@@H](O)C[C@@H](O)COCc1ccccc1)OC
 : 7	-1	-2	-2	·	-2	-2	·	9
54. C=CCn1c(Cc2c[nH]c3ccccc23)nnc1SCC(=O)NCc1ccccc1
 : 19	11	-4	-15	2	2[fluorescence artefact?]	3	0	-8
55. CCNC(=O)Cn1cc(C#N)c2ccccc21
 : 16	-10	-12	2	0	2	6	2	-3
56. C/C(=N\NS(=O)(=O)c1ccc([N+](=O)[O-])cc1)c1cccs1
 : 9	·	·	-2	-4	0	0	1	-7
57. Cc1nc2c(C(=O)NCc3ccccc3)c[nH]n2c(=O)c1Cl
 : 0	1	2	3	-2	5	-3	4	9
58. COCC(=O)NC(c1ccccc1)c1ccccc1
 : 23	1	14	-5[fluorescence artefact?]	-2	-12[fluorescence artefact?]	11	2	-8
59. N#CC1=C(Nc2ccc(Br)cc2)CCC1
 : 18	-7	-6	-7	0	-2	2	-1	-11
60. COc1ccc(-c2nc3nc(C)cc(C)n3n2)cc1
 : 12	-4	-1	5	-1	6	1	-7	11
